# BH1578 lux ind = induces V. cholerae light production without autoinducers. V. cholerae BH1578 lux reporter, luminescence, 6 h. activation, % at 18.7 µM. actives 0.16% (n = 350,000); in the data active = activation mostly above about 9.7%, no sharp cut-off; also: not every result past the cut was called active; inactives centre near 0; reference of the scale not given here
# FBA Mtb inh = Mtb fructose-bisphosphate aldolase inhibition | inhibition, % at 1 µM | actives 2.3% (n = 360,000) | AID 588726 | purified M. tuberculosis FBA, fluorescence read-out | P9WQA3; in the data active = inhibition above about 27%;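 also: 0% = vehicle and 100% = reference inhibitor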
# UGM FP inh = blocks M. tuberculosis UGM enzyme; purified UGM, fluorescence polarization probe displacement; inhibition, % at 10 µM; actives 0.06% (n = 320,000); in the data active = inhibition above about 10%, passing the limit was not always enough
# FadD28 binding = M. tuberculosis FadD28 bisubstrate binding inhibition; FadD28 bisubstrate probe binding, fluorescence polarization; inhibition, % at 12.5 µM; actives 0.22% (n = 360,000); AID 588549; in the data active = inhibition above about 8.5%, passing the limit was not always enough
# TcdB GH inh = TcdB glycohydrolase inhibition. P18177. TcdB glycohydrolase enzymatic assay, plate reader. inhibition, % at 9.99 µM. actives 0.24% (n = 350,000); in the data active = inhibition above about 10%
# GDH-TPI inh = counter-screen for M. tuberculosis FBA inhibitors: GDH-TPI coupled enzymes | GDH-TPI coupled enzyme counterscreen, NADH absorbance | inhibition, % at 4.8 µM | actives 1.2% (n = 360,000) | AID 588335; in the data active = inhibition above about 30%;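 also: 0% = DMSO wells and 100% = wells lacking the enzyme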
# Yp Topo-I inh = blocks Yersinia pestis topoisomerase I activity; actives 0.064% (n = 360,000); Y. pestis Topo-I cleavage product accumulation, plate reader; AID 504884; activity, % at 10 µM; in the data active = activity above about 50%, passing the limit was not always enough; also: inactives centre near 2
# BioA inh = blocks M. tuberculosis BioA enzyme activity; purified M. tuberculosis BioA enzyme, plate reader; actives 0.096% (n = 360,000); AID 602481; inhibition, % at 9.99 µM; in the data active = inhibition above about 40%
# PfHsp40 rescue = restores yeast growth despite PfHsp40 toxicity; S. cerevisiae expressing PfHsp40, growth rescue, ATP luminescence; growth rescue, % at 12.5 µM; actives 0.68% (n = 340,000); AID 504582; in the data active = growth rescue above about 28%, passing the limit was not always enough;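 also: yeast W303a lacking pdr1 and pdr3 grown in galactose medium; growth measured after three days at 30 °C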
# * hit, by the source's call; i = inactive; / = not tested or not shown; & = joins results of further samples.
SMILES,BH1578 lux ind,FBA Mtb inh,UGM FP inh,FadD28 binding,TcdB GH inh,GDH-TPI inh,Yp Topo-I inh,BioA inh,PfHsp40 rescue
O=C(Cn1[nH]c(=O)c2ccccc2c1=O)Nc1ccc(-c2nnc3n2CCCCC3)cc1,-0.1,3,0.7,-2.3,/,1,21,0.1,0.0
O=S(=O)(c1cccc(NC(=S)NCc2ccco2)c1)N1CCOCC1,-0.4,0,-1.4,-1.2,/,11,5,/,-0.1
O=C(C1CCN(S(=O)(=O)c2cc(Cl)ccc2Cl)CC1)N1CCCC1,-0.1,1,-0.3,-1.3,-0.9,5,-8,-3.6,-0.5
COc1cccc(NC(=O)CCS(=O)(=O)c2ccc(Br)cc2)c1,i,3,1.4,-7.0,0.6,2,-5,0.3,-0.7
CCCOc1ccc(F)cc1-c1cc(C(=O)NCc2cccs2)[nH]n1,-0.4,-1,/,-1.7,0.0,10,16,-0.1,/
Cc1ccccc1NC(=O)C(=O)NCC1CCCN1S(=O)(=O)c1cccs1 (configuration not stated),i,2,3.9,-1.9,1.1,0,6,-0.7,-0.9
Cc1ccc2c(c1)cc(CN(Cc1ccc3c(c1)OCO3)S(=O)(=O)c1ccccc1)c1nnnn12,-0.2,-4,2.2,-3.3,/,-4,5,/,-0.5
CCOC(=O)C1(CC2CCCCO2)CCN(S(=O)(=O)c2cccc(F)c2)CC1 (configuration not stated),-0.3,0,1.1,0.4,0.6,-1,0,/,1.4
COc1ccc(C(N)c2csc(Nc3ccc(C(=O)NCCCO)cn3)n2)cc1 (configuration not stated),-0.3,3,/,-3.5,1.1,20,-4,-1.5,/
CC(C)(CO)NC(=O)C12CC3CC(CC(Br)(C3)C1)C2,-0.4,0,-2.2,-4.0,0.9,-12,-8,/,-1.1
Oc1ccc(C=Nc2cccc3ccccc23)c(O)c1,-2.3,62*,-2.3,-2.7,1.7,9,-12,-0.1,2.1
CC1CN(c2ccc(Oc3ccccc3)cc2)c2nc3c(c(=O)n(CC(N)=O)c(=O)n3C)n2C1 (configuration not stated),-0.2,-1,6.7,-2.6,1.3,-3,20,-0.6,-1.6
O=C(CCn1nc(-c2ccc(Cl)cc2)ccc1=O)NCc1ccccn1,-1.1,5,3.7,-2.5,/,-7,5,/,0.5
COc1ccc([N+](=O)[O-])cc1NC(=O)CCNC(=O)Cn1ccc2ccccc2c1=O,-0.8,2,1.4,-1.1,0.8,29,2,/,-1.7
CC(C)c1cc(=O)n2c(nc3ccccc32)[nH]1,i,45*,-1.2,-1.0,0.3,3,4,-0.9,-0.3
COc1ccccc1CNC(=O)COC(=O)c1cccnc1SCC(=O)NCc1ccccc1OC,-1.3,0,4.5,0.4,0.9,3,24,-1.8,0.3
O=c1[nH]c(Cc2cccs2)nc2scc(-c3ccc(Cl)cc3)c12,i,-2,3.9,-1.5,-0.4,6,10,0.1,-0.2
Nc1nnc(-c2ccc(Cl)cc2Cl)s1,470*,7,-0.3,-1.3,-0.4,12,0,/,0.3
CC(NC(=O)CCOc1ccccc1)c1ccccc1 (configuration not stated),-0.2,-2,-0.4,-1.6,/,2,-1,-1.3,-1.3
CC(C)CC1NC(=O)N(CC(=O)N(C)C2CCCCC2)C1=O (configuration not stated),i,2,1.1,-3.4,-0.1,6,-3,1.0,-1.3

# Filtered by structure, those above containing an aryl methoxy group
SMILES,BH1578 lux ind,FBA Mtb inh,UGM FP inh,FadD28 binding,TcdB GH inh,GDH-TPI inh,Yp Topo-I inh,BioA inh,PfHsp40 rescue
COc1cccc(NC(=O)CCS(=O)(=O)c2ccc(Br)cc2)c1,i,3,1.4,-7.0,0.6,2,-5,0.3,-0.7
COc1ccc(C(N)c2csc(Nc3ccc(C(=O)NCCCO)cn3)n2)cc1 (configuration not stated),-0.3,3,/,-3.5,1.1,20,-4,-1.5,/
COc1ccc([N+](=O)[O-])cc1NC(=O)CCNC(=O)Cn1ccc2ccccc2c1=O,-0.8,2,1.4,-1.1,0.8,29,2,/,-1.7
COc1ccccc1CNC(=O)COC(=O)c1cccnc1SCC(=O)NCc1ccccc1OC,-1.3,0,4.5,0.4,0.9,3,24,-1.8,0.3

# Additional compounds.
SMILES,BH1578 lux ind,FBA Mtb inh,UGM FP inh,FadD28 binding,TcdB GH inh,GDH-TPI inh,Yp Topo-I inh,BioA inh,PfHsp40 rescue
Cc1ccc(CN2CC(N3CCCC3)CS2(=O)=O)cc1 (configuration not stated),/,4,/,-0.8,-1.2,/,/,-0.2,/
CN1C[C@@H]2C(c3ccc(C(F)(F)F)cc3)C3(c4ccc(C#N)cc4)CC2(C3)[C@H]1c1ccccc1 (some centres not stated),-0.4,0,1.7,-2.5,1.0,10,-5,-1.9,6.2
COc1cccc(-c2cccc(NC(=O)C3CCN(Cc4ccc(CO)o4)CC3)c2)c1,-0.8,0,2.2,-1.2,3.5,2,2,-0.4,-1.9
O=C(CCNC(=O)c1ccc([N+](=O)[O-])cc1)Nc1ccc(F)c(F)c1F,-0.2,2,3.1,/,2.3,6,-1,-0.2,0.8
O=C(Cn1nc(C(=O)O)c2ccccc2c1=O)Nc1cc(C(F)(F)F)ccc1-n1cncn1,i,2,-0.2,-3.6,0.6,-4,5,-1.7,0.2
Cc1nn(-c2ccccc2)c2nc(-c3ccco3)cc(C(=O)O)c12,-0.2,3,-0.8,-7.1,/,3,-7,0.5,-0.6
CCC(Oc1ccc2ccccc2c1)C(=O)O (configuration not stated),-0.6,1,-0.8,0.2,/,4,-3,-2.5,0.5
O=S(=O)(c1cnc[nH]1)N1CCc2ccccc21,18,-4,1.6,-1.5,/,0,-2,-1.4,-0.5
COc1cccc(NC(=S)NC(=O)/C=C/c2ccc(F)cc2)c1,i,-1,-0.4,-0.5,1.2,6,6,-1.7,-1.3
COc1ccc(NC(=O)CN(C)S(=O)(=O)c2ccc(Cl)cc2)cn1,-0.6,0,/,-1.5,2.3,-3,-11,0.1,-1.1
CCOC(=O)c1ccc(NC(=O)N2CCN(C3CCCCC3)CC2)cc1,-3.8,0,-4.0,1.7,/,8,13,-2.0,-0.3
COCC(=O)N(Cc1ccco1)c1nnc(C2CCOC2)s1 (configuration not stated),/,5,1.0,0.3,/,3,6,0.1,0.7
CCN1C(=O)C(=O)N(Cc2ccc(OC)c(F)c2)C1=O,-3.1,5,-0.7,-1.4,0.6,1,4,0.0,-0.9
COc1ccc2cc(-c3cc(C(=O)O)c4ccccc4n3)ccc2c1,i,13,-1.3,-5.6,/,36*,-7,-3.1,-0.6
COc1ccc(N2CCN(C(=S)NCc3ccccc3)CC2)cc1,4.2,3,-0.1,-2.6,/,4,19,0.3,7.2
CNC[C@@H]1Oc2cc(Br)ccc2S(=O)(=O)N([C@H](C)CO)C[C@@H]1C,/,2,/,0.4,0.3&1.4,/,/,1.1&2.0,/
O=C(CN1c2cccc3cccc(c23)S1(=O)=O)N1CCCCC1,0.6,8,-1.8,-3.2,0.8,-4,0,0.4,-1.6
Cc1ccccc1COC(=O)CNC(=O)c1sc2ccccc2c1Cl,-1.5,-1,0.9,-4.0,2.1,1,-3,-1.5,-0.1
Cc1nnc(NC(=O)CC23CC4CC(CC(C4)C2)C3)s1,-1.2,2,-0.5,-1.6,-0.6,-1,-3,-0.7,1.0
COc1ccc2[nH]c3c(c2c1)CCN1C(=O)C(CC(=O)NCCCn2ccnc2)C[C@H](C(=O)N(C(C)C)C(C)C)[C@@]31C (some centres not stated),-0.8,-1,/,-4.2,-3.7,8,13,0.4,0.7
CCOC(=O)C1c2cccc(O)c2CCN1C(C)=O (configuration not stated),-7.6,0,/,-2.4,1.5,4,0,-1.1,/
Cc1ccc(-c2cc(C(F)F)n3ncc(C(=O)Nc4ccc(S(=O)(=O)Nc5ccccc5C)cc4)c3n2)cc1,i,2,4.2,-0.5,/,9,2,-0.9,0.1
Cc1oc(C)c2c(=O)ccc3c(c12)OC(N)=C(C#N)C3c1ccccc1 (configuration not stated),-0.5,2,-1.7,3.1,/,15,-12,-5.0,2.2
COc1cccc2sc(=NC(=O)CS(=O)(=O)c3ccccc3)n(C)c12,-5.9,0,/,-0.9,0.9,8,7,-1.0,/
c1ccc(-n2ncc3c(NCc4ccccn4)ncnc32)cc1,-0.5,14,-2.7,-3.2,1.8,-6,-15,/,1.5
O=c1[nH]c2ccc(S(=O)(=O)N3CCN(c4ccccc4F)CC3)cc2s1,i,-2,1.4,-4.6,/,-7,2,4.0,8.9
COCCCn1c(SC(C)C(=O)Nc2c(C)n(C)n(-c3ccccc3)c2=O)n[nH]c1=O (configuration not stated),i,-2,/,-3.1,-2.6,-6,6,/,0.7
CCOC(=O)C1=C(C)N(c2ccc(Cl)cc2)C(=O)NC1c1cccc([N+](=O)[O-])c1 (configuration not stated),i,0,1.0,-0.3,1.1,5,15,3.9,-0.2
C#CCN(C)Cc1ccccc1,-0.2,-4,-5.3,-2.6,1.3,1,8,-2.3,0.8
O=C(CCS(=O)(=O)c1cccc2nonc12)Nc1ccc(Br)cc1,-0.3,0,-1.2,-2.5,2.8,2,-3,-4.1,-0.2
O=C(Nc1ccc(F)cc1F)N1CCCN(c2ccc(C(F)(F)F)cn2)CC1,i,-14,-1.3,-1.5,1.3,11,3,/,-1.4
CC(C)N1C(=O)CCC1C(=O)N1CCN(c2ccc(F)cc2)CC1 (configuration not stated),i,4,0.8,-3.3,1.0,-3,4,0.1,-1.7
CC(=O)NNC(=S)NC(=O)c1ccccc1,-0.2,4,0.7,1.0,7.0,1,-9,/,-0.2
CCOC(=O)c1ccc(S(=O)(=O)NCC(C)(C)N2CCOCC2)cc1,-0.4,3,-3.2,-0.7,0.2,-1,8,/,-0.4
O=C(COc1ccc(Cl)cc1)NCCc1ccccn1,-0.3,0,-5.2,-4.0,-2.3,3,-9,/,1.8
O=C(OCc1ccc([N+](=O)[O-])cc1)c1cc(S(=O)(=O)N2CCCCC2)ccc1N1CCOCC1,-0.2,-3,-1.5,1.5,1.6,4,33,-1.9,0.2
CCCn1nc(C(=O)N2CCN(S(=O)(=O)c3ccc(C)c(C)c3)CC2)c2ccccc2c1=O,i,-4,-1.3,-0.9,0.9,-4,18,1.4,69*
O=C(NCCCCc1ccccc1)c1cccc(Br)c1,i,-1,-0.1,0.1,0.5,8,12,-0.6,0.3
CCOC(=O)N1CCN(C(=O)CN(c2cc(C(F)(F)F)ccc2Cl)S(C)(=O)=O)CC1,i,2,-0.2,-1.1,/,-7,-11,0.5,-1.2
COc1ccc(S(=O)(=O)Nc2ccc3c(c2)C(=O)N([C@H](C)CO)C[C@H](C)[C@@H](CN(C)S(C)(=O)=O)O3)cc1,-0.4,6,-0.9,2.3,-1.3&0.4,4,5,-3.2&-0.1,-1.3
CC(C)C(C)(C#N)NC(=O)CSc1nc2scc(-c3ccco3)c2c(=O)n1-c1ccccc1 (configuration not stated),-7.7,-2,2.6,-4.6,/,2,9,-0.5,0.6
CCCOC(=O)Nc1ccc(N2CCCCC2)cc1,2.0,6,1.1,0.6,/,13,2,0.0,0.1
N#CCCN(Cc1cccnc1)C(=O)c1ccc(S(=O)(=O)N2CCOCC2)cc1,-0.3,9,-0.4,2.0,/,-1,9,0.5,-1.7
COc1ccccc1NC(=O)COC(=O)COc1cccc2c1OC(C)(C)C2,i,-2,0.4,-2.0,0.2,4,15,/,-0.2
CCOc1ccc(NC(=O)CN(C)C(=O)C2CC2C)cc1OCC (configuration not stated),-0.9,-1,/,-1.8,0.7,2,-3,-0.9,7.2
O=C(NC1=NCCS1)c1ccc(N2CCCC2=O)cc1,-0.3,2,-0.3,-0.7,0.1,-5,1,/,0.0
COc1cc(Cl)c(C)cc1NC(=O)c1ccc2c(c1)OCO2,3.3,3,0.1,0.8,0.5,-5,-2,-0.5,0.7
COc1ccc(N=Nc2c(N)n[nH]c2N)cc1,i,-3,-0.4,-4.5,8.6,28,-24,-3.1,-1.3
COc1cc(/C=C/c2[nH]c(=O)[nH]c(=O)c2[N+](=O)[O-])ccc1OCCC(C)C,-0.1,2,4.3,0.2,2.8,-1,9,-1.1,-0.6
COc1cc(-c2nnc(SCC3(c4ccc(Br)cc4)OCCO3)o2)cc(OC)c1OC,-1.0,1,-0.9,-1.3,/,5,22,1.3,2.5

# High-throughput results: PubChem BioAssay, several laboratories
